# Compound activity as filed in PubChem.
# Neddylation inh: inhibitors of human cullin neddylation; calls only at 25 µM; P61081+Q13564; hit rate 0.58% among 360,000; TR-FRET cullin neddylation, biochemical; AID 651699; in the data active = inhibition above about 36%
# STEP block: inhibitors of human striatal-enriched phosphatase STEP; P54829; recombinant STEP, OMFP fluorogenic substrate, fluorescence; inhibition, % at 20 µM; hit rate 0.25% among 360,000; AID 588621;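 active = inhibition at 20 µM, scaled per plate between control wells, above about 37%, limit read from the data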;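 also: 0% = DMSO with enzyme and substrate and 100% = substrate only without enzyme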
#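 Material: STEP (striatal-enriched tyrosine phosphatase) enzyme, cell-free; Compound dosing: 20 µM single dose in 1% DMSO; Technique: fluorescence read at 480 nm ex / 540 nm em; Times: reaction 20 min, ambient temperature; Medium: 50 mM Bis-Tris pH 6.0 with 2.5 mM DTT and 0.005% Tween 20; Also added: OMFP at 25 µM.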
# Rin1-Abl PPI inh: inhibitors of human Rin1-Abl protein interaction. TR-FRET Rin1/Abl binding, biochemical. hit rate 0.4% among 360,000. P00519+Q13671. inhibition, % at 7.35 µM. AID 588664; in the data active = inhibition above about 5%, passing the limit was not always enough
# Target sequence (P00519 whole entry, looked up): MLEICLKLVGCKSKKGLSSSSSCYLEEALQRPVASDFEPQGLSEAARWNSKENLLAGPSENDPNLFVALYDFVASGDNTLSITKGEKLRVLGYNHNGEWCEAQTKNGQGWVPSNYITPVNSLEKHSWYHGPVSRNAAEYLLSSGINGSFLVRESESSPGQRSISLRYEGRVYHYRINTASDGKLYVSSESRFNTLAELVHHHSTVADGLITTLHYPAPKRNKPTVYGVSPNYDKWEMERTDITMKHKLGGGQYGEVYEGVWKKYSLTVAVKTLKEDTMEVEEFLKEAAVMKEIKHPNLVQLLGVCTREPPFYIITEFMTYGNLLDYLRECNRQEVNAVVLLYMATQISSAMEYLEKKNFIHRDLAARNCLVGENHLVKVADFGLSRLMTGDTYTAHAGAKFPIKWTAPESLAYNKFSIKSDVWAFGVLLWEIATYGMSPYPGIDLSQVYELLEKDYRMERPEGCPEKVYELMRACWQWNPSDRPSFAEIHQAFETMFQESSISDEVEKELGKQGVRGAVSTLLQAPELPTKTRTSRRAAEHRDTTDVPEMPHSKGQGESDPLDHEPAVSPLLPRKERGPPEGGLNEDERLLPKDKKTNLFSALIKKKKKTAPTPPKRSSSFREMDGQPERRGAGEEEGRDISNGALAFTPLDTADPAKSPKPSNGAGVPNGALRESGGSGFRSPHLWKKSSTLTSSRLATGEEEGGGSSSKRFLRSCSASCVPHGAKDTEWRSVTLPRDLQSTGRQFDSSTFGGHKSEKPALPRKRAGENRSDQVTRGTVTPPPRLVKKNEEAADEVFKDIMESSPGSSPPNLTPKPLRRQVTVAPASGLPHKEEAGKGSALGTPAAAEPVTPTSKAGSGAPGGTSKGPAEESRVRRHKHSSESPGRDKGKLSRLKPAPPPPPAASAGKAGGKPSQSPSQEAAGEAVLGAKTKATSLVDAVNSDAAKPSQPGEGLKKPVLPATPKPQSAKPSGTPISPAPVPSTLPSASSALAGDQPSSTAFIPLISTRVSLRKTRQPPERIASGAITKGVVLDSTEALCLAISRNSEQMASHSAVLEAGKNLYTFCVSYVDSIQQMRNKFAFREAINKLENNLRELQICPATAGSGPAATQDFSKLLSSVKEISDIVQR
# Target sequence (Q13671 whole entry, looked up): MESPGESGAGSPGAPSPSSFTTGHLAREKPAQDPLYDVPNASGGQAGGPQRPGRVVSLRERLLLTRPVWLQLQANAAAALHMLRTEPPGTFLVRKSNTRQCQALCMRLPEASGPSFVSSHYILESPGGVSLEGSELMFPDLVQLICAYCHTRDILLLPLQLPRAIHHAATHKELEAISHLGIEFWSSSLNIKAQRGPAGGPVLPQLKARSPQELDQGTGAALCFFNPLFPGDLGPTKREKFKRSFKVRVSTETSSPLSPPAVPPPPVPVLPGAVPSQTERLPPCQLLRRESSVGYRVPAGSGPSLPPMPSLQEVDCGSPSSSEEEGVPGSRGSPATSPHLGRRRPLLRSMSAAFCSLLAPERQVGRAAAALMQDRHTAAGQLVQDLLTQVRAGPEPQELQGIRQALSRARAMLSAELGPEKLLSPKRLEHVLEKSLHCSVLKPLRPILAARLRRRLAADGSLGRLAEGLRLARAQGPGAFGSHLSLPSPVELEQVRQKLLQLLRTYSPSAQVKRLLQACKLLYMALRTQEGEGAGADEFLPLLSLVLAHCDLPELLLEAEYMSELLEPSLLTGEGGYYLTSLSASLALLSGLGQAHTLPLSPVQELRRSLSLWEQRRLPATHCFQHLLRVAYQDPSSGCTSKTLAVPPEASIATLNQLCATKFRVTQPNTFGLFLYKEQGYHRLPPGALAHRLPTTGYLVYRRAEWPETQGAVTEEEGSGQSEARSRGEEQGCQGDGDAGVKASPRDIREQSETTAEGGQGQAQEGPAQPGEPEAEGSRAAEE
# DNMT1 inh: blocks human DNA methyltransferase DNMT1. DNMT1 molecular beacon, Hinp1I cleavage, fluorescence. inhibition (reported as % activation of signal), % at 10 µM. hit rate 0.83% among 360,000; in the data active = inhibition above about 50%
# Rpn11 block: blocks the human proteasome subunit Rpn11; hit rate 0.59% among 360,000; human 26S proteasome, Ub4-pepOG fluorescence polarization; 20S core pre-blocked with epoxomicin; calls only at 20 µM; O00487; AID 588493;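 active = inhibition at 20 µM, scaled to each plate's controls, above about 33%, limit read from the data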
# Scp1 inh: inhibitors of human Scp-1 phosphatase | Recombinant Scp1, phosphopeptide, malachite green phosphate absorbance | inhibition, % at 20 µM | hit rate 0.88% among 340,000;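 active = inhibition above about 50% at 20 µM, limit read from the data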;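 also: plate controls were DMSO wells with enzyme for no effect and wells lacking enzyme for full effect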
#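 Test system: SCP-1 phosphatase catalytic domain, residues 76-261 | Compound dosing: One concentration, 20 µM, with 1.0% DMSO | Schedule: 45 min room-temperature reaction, 5 min colour, 30 min stabiliser | Detection: Absorbance at 630 nm | Read-out basis: % inhibition of SCP-1 phosphate liberation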
# LMPTP inh: LMPTP (human) inhibition. P24666. recombinant LMPTP-A, OMFP fluorogenic substrate, fluorescence intensity. inhibition, % at 20 µM. hit rate 0.22% among 360,000;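 active = compounds that cut the enzyme signal by at least half of the control window in the single-dose screen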;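 also: plate controls were DMSO wells with enzyme plus substrate for no effect and substrate without enzyme for full effect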
#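 Test system: LMPTP-A phosphatase enzyme; input: 0.625 nM LMPTP-A final; reagent: OMFP substrate, 400 µM final; compound dosing: 20 µM single dose, 3% DMSO; incubation: 50 min dark incubation at room temperature; measured by: endpoint fluorescence intensity from OMFP dephosphorylation; measure: % inhibition relative to no-enzyme and uninhibited control wells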
# SUMO1 PPI mod: modulators of human SUMO1-mediated protein-protein interactions | P63165 | SUMO1 binding to a labelled peptide, TR-FRET, 1 h | inhibition, % at 20 µM | hit rate 0.33% among 360,000; in the data active = inhibition above about 37%
# CSN inh: inhibitors of human CSN-mediated cullin deneddylation. Q92905. Purified CSN, SCF-Nedd8-OG deneddylation, fluorescence polarization. inhibition, % at 12.5 µM. hit rate 0.38% among 360,000;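 active = pattern-corrected inhibition above about 35%, with an unprinted fluorescence ratio check between 0.5 and 1.5, limit read from the data, passing the limit was not always enough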;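 also: 0% = enzyme with substrate and 100% = substrate without enzyme; some results filed as inactive read as strong as hits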
#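 test system = HEK293T-derived human Csn5 enzyme | amount = 0.24 nM Csn5 enzyme, final concentration | medium = Tris/NaCl/DTT buffer, pH 7.5 | schedule = 90 min reaction at room temperature | signal = FP | evaluation = inhibition of Csn5 cleavage, % | compound dosing = single dose of 12.5 µM compound with 0.25% DMSO | probe or stimulus = 10 nM SCFSkp2-Nedd8OG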
# NadD inh: inhibitors of Staphylococcus aureus NadD; purified NadD enzyme, colorimetric absorbance read-out; inhibition, % at 20 µM; hit rate 0.78% among 360,000; in the data active = inhibition above about 26%; also: some compounds past the cut are filed as inactive
# * marks the source's active call; other numbers are inactive results; i = inactive; / = not tested or not shown; & = joins results of further samples. Compounds as they come. About 3.8% of those tested had a hit in this group.
mol,Neddylation inh,STEP block,CSN inh,Rin1-Abl PPI inh,NadD inh,SUMO1 PPI mod,DNMT1 inh,Scp1 inh,Rpn11 block,LMPTP inh
Cc1ccc(CN2CCN(CCC(C)C)C(CCO)C2)s1 (stereo not given),i,-1,0,-3,-6,-8,-4,-1,i,-2.6
CCOc1ccccc1-n1c(COc2ccccc2)nnc1SCC(N)=O,i,13,4,-1,-7,-1,17,-3,i,-0.6
CCOC1CCCc2oc(-c3ccc(N(C)C)cc3)c(C(=O)OC)c21 (stereo not given),/,/,0,/,-5,-7,/,/,/,1.0
c1ccc(COc2ccc(OCCCN3CCCC3)cc2)cc1,i,2,3,2,-3,3,-6,-12,i,-7.7
Cc1ccccc1N1CCN(C2CCCN(C(=O)c3cnsn3)C2)CC1 (stereo not given),i,2,3,0,-5,-3,1,49,i,0.0
CCN(CC)c1ccc(NC(=O)COc2ccc(C#N)cc2)cc1S(=O)(=O)Nc1ccc(OC)cc1,i,10,-2,4,16,0,-9,3,i,3.9
CCOC(=O)c1sc(NC(=O)CCCCl)nc1C,i,-1,1,-1,-2,1,2,-6,i,-1.5
Cc1cccc(NC(=O)c2ccc(NCCO)c([N+](=O)[O-])c2)n1,i,-2,2,-12,-6,-28,0,-5,i,-0.3
O=C(CCl)Nc1cn(-c2ccccc2)nc1-c1ccc(F)cc1,i,0,1,0,-9,-1,9,-5,i,-1.4
Cc1oncc1C(=O)Nc1cccc2ccccc12,i,-1,2,-1,-5,3,2,-5,i,0.4
O=C(Nc1ccc(C(=O)O)cc1)/C(=C\C=C\c1ccccc1)NC(=O)c1cccc(Br)c1,i,2,5,-1,29,-5,0,-1,i,4.0
Cn1c(=O)c2c(ncn2CCCc2ccccc2)n(C)c1=O,i,2,2,-3,6,-3,1,-7,i,-0.8
CN(C)S(=O)(=O)c1ccc(S(=O)(=O)N(CC(=O)Nc2ccccc2)CC2CCCO2)cc1 (stereo not given),i,0,0,2,-8,-2,-4,-5,i,-0.4
COc1cc2c3c(c1OC)C(=O)CC3CCCC2 (stereo not given),/,0,-5,2,1,4,2,/,i,0.4
COc1ccccc1NS(=O)(=O)c1cc(NC(=O)c2cnccn2)ccc1N1CCOCC1,i,0,4,-2,-1,23,-3,8,i,1.2
Cn1c(SCC(N)=O)nnc1C1CCN(C(=O)NCc2ccccc2)CC1,i,2,2,-5,0,-1,2,-3,i,0.0
CC1C(=O)N2CCCc3cc(S(=O)(=O)N4CCN(c5cccc(Cl)c5)CC4)cc1c32 (stereo not given),i,2,-2,1,14,4,-1,-6,i,4.0
CC(Oc1ccc2c(-c3ccccc3)cc(=O)oc2c1)C(=O)NCC1CCC(C(=O)O)CC1 (stereo not given),i,-1&0,2&5,0&-1,4&-1,-8&-12,3&3,10&-7,i,-2.3&-1.0
Cc1cc(C)nc(N/N=C/C=C/c2ccccc2)n1,i,29,-14,-4,-5,-11,-3,-4,i,0.0
COCCNC(=S)NNc1ccc(Cl)c(C(=O)O)c1,i,0,-2,2,2,4,0,22,i,-1.7
COc1ccc(OC)c(-c2nnc3n2N=C(c2ccc(OC)c(OC4CCOC4)c2)CS3)c1 (stereo not given),i,4,7,-1,10,1,4,6,i,2.6
O=C1c2ccccc2NC(c2cn[nH]c2-c2ccccc2)N1O (stereo not given),i,-2,1,2,-4,0,2,-12,i,-2.1
COCCCNc1nc(N)c([N+](=O)[O-])c(NCC2CCCO2)n1 (stereo not given),i,0,-4,-1,-5,-10,3,-13,i,-1.4
O=C(c1ccc(F)cc1)N1CCCC(c2nc(-c3ccncc3)no2)C1 (stereo not given),i,0,2,1,-3,1,4,-2,i,-0.5
COc1ccc(CCn2c(-c3cc([N+](=O)[O-])cc([N+](=O)[O-])c3)nc3nc4ccccc4nc32)cc1,i,3,-1,-3,20,-19,0,-4,i,1.1
CN(Cc1cccc2ncccc12)C(=O)CC1C(=O)NCCN1Cc1ccc(F)cc1 (stereo not given),i,1,-3,1,-2,-1,0,-8,i,-1.0
Cc1ccc(S(=O)(=O)NC(C)(C)CSc2ncccn2)cc1,i,0,2,-3,-1,-1,5,5,i,-1.2
O=S(=O)(NCc1ccc2c(c1)OCO2)c1ccc2oc3ccccc3c2c1,i,-4,3,2,-8,4,-10,-13,i,0.6
C/C=C/c1ccc(OCCOc2ccc(C=O)cc2)c(OC)c1,i,4,-9,0,-10,-4,0,-13,i,2.0
CCOCc1nnc(NC(=O)c2c(OC)cccc2OC)s1,i,1,-1,22*,8,-2,-3,-4,i,-0.4
CCOC(=O)c1c(NCC2CCCO2)c2ccccc2[nH]c1=O (stereo not given),i,-2,4,1,-4,2,2,-3,i,-0.1
Cc1cc(N2CCOCC2)n2ncc(-c3ccccc3Cl)c2n1,/,-3,3,0,-10,2,0,-12,i,1.6
O=C(Cn1cnc2ccccc2c1=O)Nc1ccc(N2CCOCC2)cc1,i,-1,1,-1,-6,-2,3,24,i,-0.7
Cc1nn(CC(=O)NCCc2ccc(Cl)cc2Cl)c(C)c1[N+](=O)[O-],i,-1,5,-4,-1,-1,4,-1,i,0.1
O=C(O)C(c1ccccc1)C1(O)CCCC1 (stereo not given),i,0,3,-1,7,0,0,-2,i,-1.2
Cc1nn(C)cc1S(=O)(=O)Nc1ccccc1Br,i,1,-2,-1,-3,3,1,1,i,-0.2
Cc1c(C(=O)OCC[N+]2(C)CCCCC2)oc2ccccc12,i,1,2,2,16,-3,-5,89*,i,-0.5
COc1ccccc1C1CC(=O)Nc2cc3c(cc21)OCCO3 (stereo not given),i,-3,-2,2,-1,-4,-2,-6,i,-0.6
Clc1ccc(/C=N\Nc2ccccc2)cc1,i,0,5,2,2,-7,-4,-19,i,0.5
O=C(Nc1ccc(C(O)c2ccccc2)cc1)[C@H]1C[C@H](O)[C@@H](CO)O1 (stereo not given in full),i,0,5,-1,-1,0,0,/,i,-1.1

# Some entries already given, limited to STEP block:
mol,STEP block
O=C(Nc1ccc(C(O)c2ccccc2)cc1)[C@H]1C[C@H](O)[C@@H](CO)O1 (stereo not given in full),0
Cc1c(C(=O)OCC[N+]2(C)CCCCC2)oc2ccccc12,1

# Remaining list, next part.
mol,Neddylation inh,STEP block,CSN inh,Rin1-Abl PPI inh,NadD inh,SUMO1 PPI mod,DNMT1 inh,Scp1 inh,Rpn11 block,LMPTP inh
O=C(Nc1ccccc1)c1ccc(NCCN2C(=O)CCC2=O)c([N+](=O)[O-])c1,i,-2,6,-15,-3,-25,-2,-6,i,0.1
CCCCNC(=O)c1cn(CC)c2cc(N3CCN(C(=O)c4ccco4)CC3)c(F)cc2c1=O,/,2,-2,-1,2,3,-3,4,i,1.8
Cc1ccc(S(=O)(=O)/N=C(/Nc2ccc(F)cc2F)c2ccc(F)cc2)cc1,i,-2,4,-2,-9,-1,3,-5,i,-0.3
CC1CN(c2nnc(-c3ccccc3)c3ccccc23)CC(C)O1 (stereo not given),i,0,2,-1,1,-4,1,-1,i,-0.3
O=C(CN1CCc2ccccc21)Nc1ccc2c(c1)OCO2,i,2,-4,-2,56*,-19,-16,-2,i,1.4
O=S(=O)(NCCNS(=O)(=O)c1cccs1)c1cccs1,i,-4,3,-1,4,0,1,-4,i,-0.1
CC1(c2ccc(Cl)c(Cl)c2)NC(=S)N2C1NC(=S)N2c1ccccc1 (stereo not given),i,0,0,0,1,-1,-8,0,i,-1.9
CN(C(=O)c1ccccc1[N+](=O)[O-])c1ccccc1C(=O)NCc1ccccc1,i,-2,5,0,-4,-14,-1,2,i,-2.2
CCc1ccc(NC(=O)N2CCC(c3ccccc3)C2)cc1 (stereo not given),i,0,-2,0,-3,8,4,-7,i,4.3
CCCCCCn1c(C(C)O)nc2ccccc21 (stereo not given),i,0,2,21*,1,1,4,-13,i,1.7
COc1ccc(C(=O)Nc2ccc3nc(C)sc3c2)cc1OC,i,0,-6,-1,-3,5,-1,-4,i,-0.7
Cc1ccc(N(C)C(=O)C2CCCN2S(=O)(=O)c2cccc3nsnc23)cc1 (stereo not given),i,3,-1,-4,-1,-28,-2,-9,i,-0.7
O=C(COC(=O)c1ccc(S(=O)(=O)N2CCCCC2)cc1)Nc1ccccc1Cl,i,-1,3,1,1,2,6,4,i,-0.9
O=C(Nc1cccn(Cc2c(F)cccc2Cl)c1=O)NC1CCCCC1,i,5,10,2,-8,-1,-8,-1,i,1.5
CC1Sc2ccc(S(=O)(=O)NCCc3ccc(Cl)cc3)cc2NC1=O (stereo not given),i,-1,4,0,-6,-2,-4,-2,i,1.5
CCN(c1ccccc1)S(=O)(=O)c1ccc(C(=O)NCc2ccccn2)cc1,i,-4,-5,2,-4,2,2,-5,i,-0.2

# 2 compounds drawn at random from the list so far:
mol,Neddylation inh,STEP block,CSN inh,Rin1-Abl PPI inh,NadD inh,SUMO1 PPI mod,DNMT1 inh,Scp1 inh,Rpn11 block,LMPTP inh
CCN(c1ccccc1)S(=O)(=O)c1ccc(C(=O)NCc2ccccn2)cc1,i,-4,-5,2,-4,2,2,-5,i,-0.2
CCCCCCn1c(C(C)O)nc2ccccc21 (stereo not given),i,0,2,21*,1,1,4,-13,i,1.7

# Next entries.
mol,Neddylation inh,STEP block,CSN inh,Rin1-Abl PPI inh,NadD inh,SUMO1 PPI mod,DNMT1 inh,Scp1 inh,Rpn11 block,LMPTP inh
CCCC(=O)c1cc(F)c(N2CCN(CCC#N)CC2)cc1C,i,0,3,3,-7,3,3,0,i,-0.5
CCOc1ccccc1NC(=S)N(CCCN1CCOCC1)Cc1cn(C)c2ccccc12,i,5,-4,-1,1,4,0,1,i,-1.0
CC(C)(C)c1cc(C(=O)NNc2cc(C(F)(F)F)ccc2Cl)n(Cc2ccccc2)n1,i,3,-3,1,-2,0,-3,-13,i,3.9
Cc1csc(=Nc2c(C)n(C)n(-c3ccccc3)c2=O)n1-c1ccccc1,i,-3,1,2,-1,-1,-1,-3,i,0.7
COc1ccc(CCn2c(=N)c(C(=O)N3CCN(C)CC3)cc3c(=O)n4ccccc4nc32)cc1,i,-3,4,-6,-1,-11,0,6,i,5.4
C/C(=N/NC(=O)CNC(=O)c1ccc2c(c1)OCO2)c1ccc2c(c1)CCCC2,i,0,-2,0,0,1,1,-1,i,2.3
Cc1ccn2c(CNCCCn3cccn3)c(C(=O)N3CCCCCC3)nc2c1,i,-4,5,-3,-6,3,-1,-2,i,-0.6
Cc1cc(Cl)c2oc(C(=O)N(C)CCCN3CCOCC3)c(C)c2c1,i,-3,-6,-5,-4,1,-1,-8,i,0.2
